NPY-Y1 PAM-ag – potentiates or activates human NPY-Y1 receptor | 220,000 tested, 0.37% active | P25929 | NPY-Y1 expressing cells, potentiator/agonist activation | activation, % at 3.6 µM | AID 1304; in the data active = activation above about 33%, passing the limit was not always enough;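 note: cells stimulated with NPY at EC10 then isoproterenol at EC100; 0% = low agonist plus stimulus and 100% = saturating agonist plus stimulus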
zfTRPN1 agonist – zebrafish TRPN1 (NompC) channel agonism | activation, % at 3 µM | HEK293 zebrafish TRPN1-YFP, Fluo-8 calcium fluorescence; 100% = response to 87 µM carbachol | 220,000 tested, 0.18% active;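 active = activation above its plate's cutoff, the mean activation of test wells on that plate plus 3 SD, cut at about 19% in these data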;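 note: 0% = DMSO alone and 100% = 87 µM carbachol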
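Assay system: Zebrafish TRPN1-YFP in HEK293 cells | Incubation: Dye loading 1 h at 37 °C, then 30 min room temperature | Measured by: Kinetic Fluo-8 fluorescence, ex 470-495, em 515-575 nm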
S1P4 ag – agonists of human S1P4 receptor. S1P4-expressing cell line, agonist reporter assay. activation, % at 4.98 µM. 220,000 tested, 0.35% active. AID 1509; in the data active = activation above about 11%;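 note: 0% = DMSO vehicle and 100% = reference agonist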
Target sequence (O95977 whole entry, looked up): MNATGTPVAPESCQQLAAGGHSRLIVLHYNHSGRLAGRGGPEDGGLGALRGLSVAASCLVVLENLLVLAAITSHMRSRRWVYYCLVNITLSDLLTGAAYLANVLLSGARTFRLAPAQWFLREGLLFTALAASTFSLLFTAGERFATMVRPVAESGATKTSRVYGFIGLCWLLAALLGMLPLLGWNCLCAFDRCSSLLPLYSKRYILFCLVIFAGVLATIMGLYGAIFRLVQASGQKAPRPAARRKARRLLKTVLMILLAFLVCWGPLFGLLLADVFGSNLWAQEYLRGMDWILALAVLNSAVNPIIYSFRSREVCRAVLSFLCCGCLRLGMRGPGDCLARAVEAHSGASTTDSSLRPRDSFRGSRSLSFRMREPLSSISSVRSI
TRPML3 agonist – activates the human TRPML3 channel; Q8TDD5; HEK293 TRPML3-YFP, Fluo-8 calcium fluorescence; 100% = the carbachol control signal; activation, % at 3 µM; 220,000 tested, 0.29% active;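 active = activation above its plate's cutoff, the mean activation of the plate's test wells plus 3 SD, cut at about 12% in these data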;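 note: 0% = DMSO only wells and 100% = carbachol wells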
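Test system – HEK293 line with stable expression of human TRPML3-YFP channel · Control set – carbachol 87 µM final as high control (100%), DMSO as low control (0%) · Signal – Fluo-8 calcium dye fluorescence, ex 470-495, em 515-575 nm · Incubation – 1-h 37 °C dye load, 5-s basal, 120-s post-compound reads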
EP2 mod – EP2 receptor (human) modulation. P43116. EP2-expressing cells, cAMP HTRF FRET, PGE2 co-stimulation. 260,000 tested, 0.83% active. induction, % at 25 µM. AID 940;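 active = compounds whose cAMP rise, as percent of the full-agonist control response, exceeds 60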;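 note: rat C6 glioma line stably carrying human EP2 under a CMV promoter; the protocol text gives 20 µM as final concentration; 100% = response of wells given 1 µM PGE2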
Target sequence (P43116 whole entry, looked up): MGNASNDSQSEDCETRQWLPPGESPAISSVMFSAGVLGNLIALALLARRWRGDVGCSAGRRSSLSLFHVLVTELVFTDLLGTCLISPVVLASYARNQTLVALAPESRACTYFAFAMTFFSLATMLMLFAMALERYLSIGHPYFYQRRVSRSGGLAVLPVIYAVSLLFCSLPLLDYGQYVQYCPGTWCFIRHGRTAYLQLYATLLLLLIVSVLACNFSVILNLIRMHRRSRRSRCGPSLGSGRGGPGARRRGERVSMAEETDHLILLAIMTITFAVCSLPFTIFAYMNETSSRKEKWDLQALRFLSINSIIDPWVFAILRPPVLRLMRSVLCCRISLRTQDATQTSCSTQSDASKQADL
NPY2 pot ag – potentiates or activates human NPY-Y2 receptor; P49146; cells expressing NPY-Y2, potentiator/agonist read-out; activation, % at 3.6 µM; 220,000 tested, 0.45% active; AID 1359; in the data active = activation above about 27%;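 note: cells stimulated with NPY near EC25 plus isoproterenol at EC100; 0% = vehicle plus submaximal agonist and 100% = vehicle plus saturating agonist; some results beyond the cut were filed as inactive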
NPY-Y1 antag – NPY-Y1 (human) receptor antagonism; P25929; HEK293-CNG Y1 cells, membrane potential fluorescence; NPY at EC95, then isoproterenol; inhibition, % at 3.6 µM; 200,000 tested, 1% active;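 active = inhibition above the campaign mean inhibition of all tested compounds plus 3 SD, cut at about 20% in these data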;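 note: 0% = DMSO wells given NPY plus isoproterenol and 100% = isoproterenol alone without NPY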
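System: HEK293 cells with Y1 receptor plus CNG channel / Probe or stimulus: NPY 25 nM then isoproterenol 1 µM plus Ro 20-1724 25 µM / Compound: one concentration, 3.6 µM, in 0.4% DMSO / Schedule: compound incubation 1 h at room temperature, readout 45 min post-stimulation / Measured by: membrane potential fluorescence / Read-out: % inhibition of NPY effect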
S1P4 antag – human S1P4 receptor antagonism; 220,000 tested, 0.26% active; inhibition, % at 4.98 µM; O95977; S1P4-expressing cells, antagonist mode, reporter read-out; in the data active = inhibition above about 29%;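 note: 0% = wells stimulated with agonist and 100% = vehicle wells without agonist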
CHOP inh – inhibitors of CHOP induction in ER stress response. CHO-K1 CHOP-promoter luciferase, tunicamycin-induced, 15-18 h. inhibition, % at 10 µM. 220,000 tested, 3.8% active;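 active = compounds that reduced the stress-induced luciferase reporter signal by more than about 70% of percent inhibition, limit read from the data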;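 note: 0% = tunicamycin plus vehicle and 100% = wells without tunicamycin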
The depositor's hits bear a star; . = not tested or not shown; & = joins results of further samples.

SMILES	NPY-Y1 PAM-ag	zfTRPN1 agonist	S1P4 ag	TRPML3 agonist	EP2 mod	NPY2 pot ag	NPY-Y1 antag	S1P4 antag	CHOP inh
COc1ccc(COCC(O)CN2CC(C)OC(C)C2)cc1OC (stereo not drawn)	-10	-0.7	-1.8	0.8	12	1	-1	-9	0
CCOC(=O)Nc1nn(-c2ccc(C)cc2)c(=O)c(C#N)c1C	4	0.4	0.9	0.1	20	7	-2	-6	22
CCN(c1ccccc1)S(=O)(=O)c1ccc(Cl)c(NC(=O)CSc2nncn2C)c1	-2	1.3	1.4	-0.4	-4	0	0	-9	-6
CCOC(=O)c1[nH]c2ccc(C)cc2c1N=C(C)N(C)C	-42	1.0	1.2	0.4	-14	6	-6	-20	6
Cc1onc(-c2ccccc2)c1C(=O)NNC(=S)NC(=O)c1ccc(Br)cc1	-28	23*	0.7	11	11	-1	2	15	61
CCC12CN3CC(CC)(CN(C1)C3c1ccc(OC(C)C)cc1)C2=O (stereo not drawn)	-21	-1.2	2.7	-0.1	14	5	10	-14	36
CCC1CCCCN1C(=S)NC(=O)c1cccs1 (stereo not drawn)	14	0.8	2.3	0.8	21	2	9	-19	-10
Cn1c(=O)c2c(ncn2CC(=O)N2CCOCC2)n(C)c1=O	12	2.8	2.0	0.1	6	-17	-4	-1	9
C=CCn1c(SCCN2CCCCC2)nc2c1c(=O)[nH]c(=O)n2C	-17	-0.6	-2.1	0.6	-4	-4	2	-2	30
CCC(=O)NC(C)C(c1cccs1)N1CCN(Cc2ccccc2)CC1 (stereo not drawn)	0	1.4	0.1	0.2	3	-10	-1	-8	16
CCOc1nc(SC(C(C)=O)C(=O)Nc2ccccc2)nc(N(C)C)n1 (stereo not drawn)	-16	-0.5	-0.2	-0.7	52	-5	18	-2	-18
CC(=O)Nc1ccc(S(=O)(=O)Nc2nc3ccccc3s2)cc1	-23	-1.2	2.2	1.0	-7	-3	1	-23	32
CCOC(=O)C1=C(Nc2ccccc2)CC(C)(O)C(C(=O)OCC)C1c1ccc(Br)cc1 (stereo not drawn)	-13	-1.5	-2.5	0.5	52	0	17	-1	20
O=C(NCC(c1ccco1)N1CCCC1)c1ccc(Cl)cc1 (stereo not drawn)	-3	-0.5	1.0	1.2	-18	8	6	-16	-2
O=c1c2cnn(-c3ccccc3)c2nc(-c2cccs2)n1-c1ccc(Br)cc1	-17	0.6	1.1	0.0	32	16	8	-7	7
COc1ccc(CNCc2ccco2)cc1OCc1ccccc1	-12	-0.1	-2.2	1.1	-29&13	0	8	6	18
CC1(C(=O)NC2CCCC2)CCC(=O)N1CCC1=CCCCC1 (stereo not drawn)	2	1.1	-1.3	0.8	30	8	5	16	30
CCCCOC(=O)c1ccc(NC(=O)CSCc2n[nH]c(=O)[nH]2)cc1	21	1.2	-0.6	0.8	-3	7	-2	-6	34
O=C/C(=C\Nc1ccccn1)c1nc2ccccc2o1	-6	1.8	2.4	1.1	-27	15	0	-6	-16
CCSc1nn2c(=O)c3ccccc3nc2s1	1	0.3	-2.6	0.8	-11	4	5	-5	-31
Cc1ccc(C)c(OCC(=O)Nc2ccc(N3CCOCC3)cc2)c1	-12	0.5	-2.0	1.3	-25	-9	0	3	-4
COc1ccc(N2CCN(C(=O)CSc3ccccc3N)CC2)cc1	-9	0.1	5.6	0.4	-24	5	0	-14	7
O=C(O)c1ccc(N2C(=O)c3ccc(C(=O)c4cccc([N+](=O)[O-])c4)cc3C2=O)cc1	-24	1.2	1.6	0.0	40	6	-2	-13	-7
CCOc1cc(NC(=S)NCC2CCCO2)c(OCC)cc1NC(=O)c1ccc(F)cc1 (stereo not drawn)	10	1.3	0.5	0.3	19	-2	-1	-4	-9
Cc1sc2ncnc(OCC(=O)NCC3CCCO3)c2c1C (stereo not drawn)	-1	-0.2	1.0	0.7	5	-3	-4	-26	0
Cc1ccc(S(=O)(=O)N2CC(O)CC2C(=O)OCC(=O)c2ccccc2Cl)cc1C (stereo not drawn)	-8	-2.2	-1.1	0.1	-6	-3	2	-16	9
CN(C(=O)CS(=O)(=O)c1cn(CC(=O)N2CCOCC2)c2ccccc12)c1ccccc1	8	0.2	0.0	0.9	22	12	-1	-7	13
COc1ccc(C(=O)N/C(=C\c2ccco2)C(=O)NCc2cccnc2)cc1	-10	1.1	1.5	-0.1	19	-9	-2	-15	-26
Cc1ccc(C(=O)C[n+]2cc(Br)cc(Br)c2)cc1[N+](=O)[O-]	-5	0.3	1.0	0.2	-11	-4	4	-19	-4
O=C(O)CN1CCCCC1	14	0.8	-1.2	0.7	-59&-6	-17	-6	-1	-5
Cc1ccc(SC(CC(=O)c2ccc(C(C)(C)C)cc2)C(=O)O)cc1 (stereo not drawn)	-6	0.1	-2.1	0.9	8	13	8	26	-9
CC(C)(C)NC(=O)NC(=O)COC(=O)c1ccc(OC(F)(F)F)cc1	-17	-3.2	1.9	0.0	35	-6	5	-7	81*
Cc1c(S(=O)(=O)c2ccccn2)c(N)n(Cc2ccccc2Cl)c1C	14	1.0	-0.4	-0.1	21	5	.	5	-1
CCOC(=O)c1c(C)nc2c(c1C)c(=O)oc1ccccc12	-22	-1.5	0.9	0.5	36	-27	4	-14	22
O=C(CN1CCCCCC1)Nc1ccc(Oc2ccccc2)cc1	2	-0.7	1.1	1.2	-19	-5	4	-24	9
Cc1ccc(C(=O)NC(O)C(Cl)Cl)cc1 (stereo not drawn)	10	-0.3	1.4	0.2	18	-1	-5	6	33
CCOC(=O)C1C(=O)C=C(c2cccs2)CC1c1ccccc1C (stereo not drawn)	7	-1.5	-0.2	-0.7	38	1	2	-4	19
Oc1ccccc1/C=N/N1CCN(c2ccccn2)CC1	11	3.9	0.1	1.3	-5	10	.	-3	-16
COc1cc(/C=C(/C#N)c2ccc(F)cc2)ccc1OCc1ccc(C(=O)O)o1	6	0.9	0.0	-0.2	-13	-1	-3	7	35
CCCCN(C)C(=O)c1cc2cc3cc(OC)ccc3nc2o1	-10	2.0	-0.2	0.5	-31	-7	4	-7	4
O=C1CC(C(=O)O)c2ccccc2N1 (stereo not drawn)	0	0.5	1.5	1.0	-2	-3	-1	-12	23
O=C(CCCn1c(=O)[nH]c2cc(Cl)ccc2c1=O)NCCCN1CCN(c2ccc(F)cc2)CC1	-12	0.4	0.4	1.3	-23	-5	-1	-3	15
C#CCn1c(C)cc(C)c(S(=O)(=O)c2ccccc2)c1=O	11	-0.5	-0.4	0.3	17	8	-3	0	-14
CCOC(=O)c1c(NC(=O)CCc2ccc(CC)o2)sc(C)c1C	-21	-0.3	-0.3	-0.3	39	-21	12	-8	27
O=C(COc1nc2ccccc2nc1N1CCOCC1)Nc1cccc(S(=O)(=O)N2CCCCC2)c1	6	-1.3	-3.6	-0.4	17	7	0	-18	16
CCOC(=O)c1[nH]c2ccc(OCC)cc2c1NC(=O)CN1CCN(c2ccccc2)CC1	7	1.7	2.2	1.0	2	3	0	-16	19
CCOC(=O)CNC(=O)C1COc2ccccc2O1 (stereo not drawn)	9	0.5	-1.4	0.8	19	5	.	-5	-1
CC[N+]1(C)CC2CCC(C)(C1)C2(C)C (stereo not drawn)	-1	0.4	-1.4	0.6	-21	-3	-2	2	9
COc1ccc(OC)c(-n2c(SCC(=O)Nc3cccc(S(N)(=O)=O)c3)nc3ccccc3c2=O)c1	-14	3.0	1.0	0.6	-19	11	.	1	4
O=C(c1ccc2c(c1)OCO2)C1CCCN(Cc2ccc3nsnc3c2)C1 (stereo not drawn)	-20	-0.4	-0.2	1.4	-74	-5	2	-6	33
CCOC(=O)C1CCN(C(=O)Nc2ccc(OCc3ccccc3)cc2)CC1	2	0.2	0.9	-0.4	-5	27	.	11	19
CCOc1cc(/C=N/n2c(C)nc3sc(C)c(C)c3c2=O)ccc1O	-14	-0.4	-2.6	-0.4	21	-18	8	6	-1
CSCCC(NC(=O)c1cccc(C)c1)C(=O)O (stereo not drawn)	1	-0.8	2.0	0.9	21	-12	4	-8	16
NC(=O)Nc1cc(Cl)ccc1Cl	13	-0.4	-0.1	0.8	-29	-25	.	-46	1
O=[N+]([O-])c1ccccc1/C=N/N1CCN(c2ccncc2S(=O)(=O)N2CCCCC2)CC1	-10	-2.0	-2.6	-0.2	-100	9	9	2	13
CC(C)C(=O)NC(NC(=S)NC1CCS(=O)(=O)C1)C(Cl)(Cl)Cl (stereo not drawn)	12	-1.7	-2.9	0.3	13	-12	1	-17	-9
CCOC(=O)c1cc2occc2n1CC(=O)NC1CCC(C)CC1 (stereo not drawn)	1	-0.7	0.4	-0.5	21	-17	11	-17	42
Cc1cccc(NC(=S)N(Cc2cccs2)Cc2cc3cc(C)ccc3[nH]c2=O)c1	1	1.4	0.6	0.5	-8	-5	-8	9	43
CCOc1ccc(NC(=S)Nc2ccccc2C2(C)CC2)cc1	0	0.4	-0.6	-0.4	-53	-15	0	-26	12
COc1ccc(NC(=O)CSc2ncc(-c3ccc(F)cc3)n2Cc2ccco2)cc1	-17	-1.1	2.4	-0.5	13	-4	2	-17	12
Other records
SMILES	NPY-Y1 PAM-ag	zfTRPN1 agonist	S1P4 ag	TRPML3 agonist	EP2 mod	NPY2 pot ag	NPY-Y1 antag	S1P4 antag	CHOP inh
O=S(=O)(N1CCCCC1)N1CCN(c2ccccc2F)CC1	-4	-0.5	0.5	5.9	10	5	0	-15	34
Cc1nnc(SCC(=O)N2CCc3ccccc3C2)n1-c1ccccc1	16	-0.6	2.2	0.7	-5	-10	-1	-29	13
Cc1cc(C(=O)N2CCN(c3ccc(C(F)(F)F)cn3)CC2)c(C)o1	-3	1.3	0.9	1.0	-28	1	.	-6	15
Cc1cc(N2C(=O)C(O)=C(C(=O)c3ccc(C)o3)C2c2cccs2)no1 (stereo not drawn)	41	-0.8	-0.2	0.1	52	25	7	-8	57
Cc1nn(-c2ncc(C(F)(F)F)cc2Cl)c(=O)n1-c1cccc(F)c1	7	1.8	2.4	0.8	35	1	-1	5	17
COc1cc(NC(=O)c2cc(Cl)ccc2Cl)ccc1-c1cc2ccccc2oc1=O	7	0.5	-2.4	0.3	-8	2	1	0	41

Part of the list above, comma-delimited.
molecule,NPY-Y1 PAM-ag,zfTRPN1 agonist,S1P4 ag,TRPML3 agonist,EP2 mod,NPY2 pot ag,NPY-Y1 antag,S1P4 antag,CHOP inh
COc1cc(NC(=O)c2cc(Cl)ccc2Cl)ccc1-c1cc2ccccc2oc1=O,7,0.5,-2.4,0.3,-8,2,1,0,41
Cc1cc(C(=O)N2CCN(c3ccc(C(F)(F)F)cn3)CC2)c(C)o1,-3,1.3,0.9,1.0,-28,1,.,-6,15
Cc1nnc(SCC(=O)N2CCc3ccccc3C2)n1-c1ccccc1,16,-0.6,2.2,0.7,-5,-10,-1,-29,13
Cc1nn(-c2ncc(C(F)(F)F)cc2Cl)c(=O)n1-c1cccc(F)c1,7,1.8,2.4,0.8,35,1,-1,5,17

Compound activity (PubChem BioAssay)
